Compound activity: PubChem BioAssay, several laboratories
HTRA1 inhibitor = inhibitors of human serine peptidase HTRA1 | AID 504803 | recombinant HTRA1, FP-rhodamine activity-based probe, fluorescence polarization | inhibition, % at 5.96 µM | Q92743 | actives 0.5% (n = 340,000); in the data active = inhibition above about 36%;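 note: 0% = enzyme with DMSO and 100% = wells lacking enzyme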
NR1D1 modulator = Rev-erb alpha (human) modulation; Rev-erbα–FITC-DNA binding, fluorescence polarization, 90 min; actives 0.79% (n = 370,000); activity, % at 10 µM;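 active = activity above about 14%, limit read from the data; passing the limit was not always enough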;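 note: 0% = DMSO wells with 35 nM protein and 100% = DMSO wells with 750 nM protein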
ABHD4 inh = inhibits mouse alpha/beta hydrolase domain 4; Q8VD66; purified mABHD4, FP-Rh probe fluorescence polarization; inhibition, % at 8.92 µM; actives 0.54% (n = 370,000);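 active = inhibition exceeding the mean over every tested compound plus 3 SD, cut at about 30% in these data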;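 note: 0% = plate median of compound wells and 100% = S159A mutant with DMSO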
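assay system = mABHD4 protein | compound dosing = single nominal dose of 8.92 µM, 0.89% DMSO final | read-out basis = percent inhibition of probe binding, normalized to plate controls | schedule = Enzyme–compound pre-incubation 45 min, then probe 60 min, both 25 °C | detection = fluorescence polarization, excitation 525 nm, emission 598 nm, BODIPY TMR filters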
GC-B act = GC-B (human) receptor activation; P20594; HEK293-GC-B cells, CNP EC30, cGMP TR-FRET; 0% at EC30 CNP, 100% saturating CNP; activation, % at 10 µM; actives 0.11% (n = 370,000); AID 1920062;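 active = activation at 10 µM reaching about 35% in either raw or pattern-adjusted values, limit read from the data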
ASAP1 inh = ASAP1 ArfGAP inhibition. Q9ULH1. actives 0.19% (n = 360,000). inhibition, % at 16.5 µM. ASAP1-stimulated ARF1 GTP hydrolysis, GDP FP detection; in the data active = inhibition above about 25%;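 note: 0% = vehicle with enzyme and substrate and 100% = no enzyme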
PG9 binder = binds the HIV-1 gp120 antibody PG9. TR-FRET gp120-PG9 antibody binding. inhibition, % at 6.7 µM. actives 0.43% (n = 360,000); in the data active = inhibition above about 8.5%
NPR1 activator = GC-A (human) enzyme activation; actives 0.14% (n = 370,000); P16066; activation, % at 10 µM; HEK293 GC-A cells, cGMP TR-FRET, EC30 ANP; 0% at EC30 ANP, 100% saturating ANP; in the data active = activation above about 40%
Target sequence (P16066 whole entry, looked up): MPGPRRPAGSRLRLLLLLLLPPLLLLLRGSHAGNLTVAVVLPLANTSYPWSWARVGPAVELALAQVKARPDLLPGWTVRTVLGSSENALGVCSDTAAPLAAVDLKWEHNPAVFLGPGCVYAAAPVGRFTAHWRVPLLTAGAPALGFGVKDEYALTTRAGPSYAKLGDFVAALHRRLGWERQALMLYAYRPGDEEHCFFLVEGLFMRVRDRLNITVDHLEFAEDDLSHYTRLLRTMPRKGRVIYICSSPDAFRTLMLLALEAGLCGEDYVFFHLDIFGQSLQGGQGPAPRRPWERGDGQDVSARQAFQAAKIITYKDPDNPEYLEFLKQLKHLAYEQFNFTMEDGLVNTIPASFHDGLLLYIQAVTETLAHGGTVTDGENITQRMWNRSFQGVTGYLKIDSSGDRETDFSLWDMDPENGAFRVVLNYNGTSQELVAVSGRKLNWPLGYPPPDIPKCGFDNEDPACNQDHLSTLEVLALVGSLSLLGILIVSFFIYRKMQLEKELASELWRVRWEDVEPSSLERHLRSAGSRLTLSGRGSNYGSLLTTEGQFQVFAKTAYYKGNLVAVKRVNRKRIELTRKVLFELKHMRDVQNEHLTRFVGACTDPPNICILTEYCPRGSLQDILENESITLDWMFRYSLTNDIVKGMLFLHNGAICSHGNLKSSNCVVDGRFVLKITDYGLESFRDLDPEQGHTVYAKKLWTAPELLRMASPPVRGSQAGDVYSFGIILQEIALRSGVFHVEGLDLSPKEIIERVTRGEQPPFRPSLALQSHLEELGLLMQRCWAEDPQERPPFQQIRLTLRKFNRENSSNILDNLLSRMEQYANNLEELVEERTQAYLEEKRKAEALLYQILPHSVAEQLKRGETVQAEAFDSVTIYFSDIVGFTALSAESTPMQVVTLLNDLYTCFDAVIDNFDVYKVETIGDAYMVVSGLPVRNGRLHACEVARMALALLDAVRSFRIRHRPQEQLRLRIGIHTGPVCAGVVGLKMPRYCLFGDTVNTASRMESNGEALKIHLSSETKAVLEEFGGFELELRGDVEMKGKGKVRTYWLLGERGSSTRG
ARFGAP1 inh = inhibits rat ARF GTPase activating protein 1. Arfgap1-stimulated ARF1 GTP hydrolysis, GDP FP detection. inhibition, % at 16.5 µM. actives 0.26% (n = 360,000). AID 651572;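 active = inhibition above a per-plate limit, mean inhibition of low control wells plus 3 SD, cut at about 25% in these data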;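 note: 0% = DMSO wells with enzyme and 100% = wells lacking Arfgap1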
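material = rat Arfgap1 catalytic domain, aa 1-136 | also added = human ARF1(Δ1-17)-GTP substrate | compound dosing = one concentration, 16.5 µM, DMSO 1.26% | times = GTP hydrolysis reaction 2 h at 25 °C | measured by = FP, GDP Alexa 633 tracer displaced from anti-GDP antibody, 620/688 nm | evaluation = percent inhibition of Arfgap1-stimulated GTP hydrolysis | replication = single well per compound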
SMARCA2 activ = increases SMARCA2 function in MMTV reporter cells. MG213 cells, MMTV-luciferase reporter, dexamethasone, overnight. activation, % at 9.1 µM. actives 1% (n = 370,000); in the data active = activation above about 7.8%;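 note: 0% = vehicle wells and 100% = reference activator wells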
rCAG RNA binder = molecules binding r(CAG) RNA repeats; r(CAG) RNA repeat, TO-PRO-1 dye displacement fluorescence; AID 651821; actives 1.3% (n = 370,000); inhibition, % at 3 µM;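 active = inhibition above the plate cutoff, the mean of all test compounds on that plate plus 3 SD, cut at about 35% in these data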;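 note: 0% = DMSO alone and 100% = 100 µM mitoxantrone as full dye displacement; higher means more dye released from RNA so lower well fluorescence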
* marks the source's active call; other numbers are inactive results; . = no result given.

cpd | molecule | HTRA1 inhibitor | NR1D1 modulator | ABHD4 inh | GC-B act | ASAP1 inh
1 | CC(C)n1c(=O)c2ccccc2n1Cc1cn(Cc2ccccc2)nn1 | . | 3 | 2 | -9 | 8
2 | CCNC(=O)c1c(O)c2c([nH]c1=O)CCCC2 | 1 | 2 | -5 | 5 | -1
3 | Cc1ccc(C)c(CC(=O)N2CCCCC2c2cc(C(=O)Nc3ccc(F)c(Cl)c3)no2)c1 (stereo unspecified) | . | -4 | -10 | 0 | -2
4 | Cn1c(=O)c2c(nc(Sc3n[nH]c(N)n3)n2Cc2ccccc2Cl)n(C)c1=O | 6 | 6 | -4 | 3 | 5
5 | O=S(=O)(Nc1ccccc1)c1ccc(-c2cnc(C3CC3)o2)cc1 | -13 | -1 | -7 | -8 | 6
6 | Cc1noc(/C=C/N(C)C)c1S(=O)(=O)N1CCCC(C(=O)Nc2ccc(F)cc2F)C1 (stereo unspecified) | -28 | 1 | -8 | 3 | -4
7 | COc1ccccc1/C=C1\SC(=S)N(CCC(=O)Nc2nnc(C)s2)C1=O | 4 | -2 | 4 | 3 | 7
8 | COC(=O)CCCC(=O)N1CCC(CO)(CCc2ccccc2)CC1 | 0 | 1 | 4 | -5 | -12

cpd | PG9 binder | NPR1 activator | ARFGAP1 inh | SMARCA2 activ | rCAG RNA binder
1 | -0.4 | -3 | 12 | -1 | -1
2 | -1.4 | 0 | -6 | 0 | 7
3 | 1.1 | 1 | 3 | -2 | 9
4 | 1.0 | 2 | -2 | 0 | -1
5 | 0.1 | -21 | 13 | -3 | 2
6 | -1.0 | -2 | -5 | -3 | 27
7 | -0.1 | 0 | -2 | -2 | 2
8 | -3.2 | -3 | -6 | 0 | -7

Continued:
cpd | molecule | HTRA1 inhibitor | NR1D1 modulator | ABHD4 inh | GC-B act | ASAP1 inh
9 | Cc1ccc(S(=O)(=O)NCCCn2ccnc2)cc1C(=O)NC(C)C | -1 | 1 | -1 | 3 | 12
10 | C/C(=N/NC(=O)C1CCCN1C(=O)c1ccc([N+](=O)[O-])cc1)c1ccc(Br)cc1 (stereo unspecified) | 1 | 3 | 4 | -1 | 9
11 | CCOC(=O)c1cc(-c2cccc([N+](=O)[O-])c2)n[nH]1 | -2 | -2 | 2 | -3 | 5
12 | O=C(Cc1ccc(NC(=O)C2CCN(C(=O)CCc3ccccc3)CC2)cc1)Nc1cccc(C(=O)N2CCCC2)c1 | . | -3 | -2 | 2 | 5
13 | COc1cc(C=C(c2nc3ccccc3s2)c2nc3ccccc3s2)ccc1O | -6 | 2 | -1 | -2 | 14
14 | CCCn1c(=O)c2c(ncn2C)n(CCC)c1=O | 4 | -7 | -2 | 1 | 0
15 | CCc1ccccc1NC(=O)c1ccc(OCc2c(C)noc2C)cc1 | -2 | 12 | -8 | 2 | -8
16 | CCOC(=O)CNC(=S)N1CCn2c(nc3ccccc32)C1 | 3 | -6 | -7 | 0 | 7

cpd | PG9 binder | NPR1 activator | ARFGAP1 inh | SMARCA2 activ | rCAG RNA binder
9 | 0.3 | 1 | -10 | 1 | -2
10 | -3.1 | -2 | 5 | 0 | -3
11 | 1.0 | 7 | 13 | -3 | 0
12 | 0.0 | -5 | -7 | -5 | 4
13 | -0.6 | -4 | 5 | 2 | 20
14 | -2.3 | 3 | 3 | 3 | 0
15 | -3.3 | 0 | -2 | -1 | 0
16 | -1.5 | 3 | 9 | 9.8* | 0

The list goes on:
cpd | molecule | HTRA1 inhibitor | NR1D1 modulator | ABHD4 inh | GC-B act | ASAP1 inh
17 | CCCNC(=O)C1(C)CCN(C(=O)c2ccccc2F)C1 (stereo unspecified) | . | -6 | -2 | -3 | -5
18 | COc1ccc(C(=O)NCCSCc2ccccc2Cl)cc1OC | 1 | -1 | 0 | -2 | -5
19 | CCOc1ccc(NS(=O)(=O)c2ccc3[nH]cc(C(=O)NC(C)CC)c(=O)c3c2)cc1 (stereo unspecified) | -30 | 2 | -29 | -1 | 8
20 | O=c1ccc2cc(S(=O)(=O)N3CCN(c4ccccc4F)CC3)ccc2o1 | 4 | 2 | 3 | -4 | -5
21 | O=C(COc1ccc(S(=O)(=O)N2CCOCC2)cc1Cl)NCc1ccc2c(c1)OCO2 | 2 | -3 | 3 | 0 | -6
22 | C=CCn1c(=N)n(CC(=O)OC)c2ccccc21 | 2 | -3 | -3 | 8 | -4
23 | CCOc1ccccc1/C=N/NC(=O)CNC(=O)c1ccc(S(=O)(=O)N2CCOCC2)cc1 | 0 | 2 | 3 | -1 | -5
24 | CC1=C(C)C(=O)N(C(C)CCc2ccccc2)C1=O (stereo unspecified) | 2 | -1 | 4 | -4 | 3

cpd | PG9 binder | NPR1 activator | ARFGAP1 inh | SMARCA2 activ | rCAG RNA binder
17 | -0.7 | -1 | 5 | -5 | 1
18 | 0.4 | 4 | -18 | -2 | 80*
19 | 4.2 | -2 | 19 | -3 | 20
20 | 0.6 | 2 | 1 | -1 | 0
21 | 0.0 | 2 | 17 | -2 | 1
22 | 1.4 | -1 | -1 | -1 | 0
23 | -0.8 | -1 | -3 | -4 | 0
24 | -0.6 | -1 | -23 | -1 | -6

From compound 11 to 21, copied from above:
cpd | molecule | HTRA1 inhibitor | NR1D1 modulator | ABHD4 inh | GC-B act | ASAP1 inh
11 | CCOC(=O)c1cc(-c2cccc([N+](=O)[O-])c2)n[nH]1 | -2 | -2 | 2 | -3 | 5
12 | O=C(Cc1ccc(NC(=O)C2CCN(C(=O)CCc3ccccc3)CC2)cc1)Nc1cccc(C(=O)N2CCCC2)c1 | . | -3 | -2 | 2 | 5
13 | COc1cc(C=C(c2nc3ccccc3s2)c2nc3ccccc3s2)ccc1O | -6 | 2 | -1 | -2 | 14
14 | CCCn1c(=O)c2c(ncn2C)n(CCC)c1=O | 4 | -7 | -2 | 1 | 0
15 | CCc1ccccc1NC(=O)c1ccc(OCc2c(C)noc2C)cc1 | -2 | 12 | -8 | 2 | -8
16 | CCOC(=O)CNC(=S)N1CCn2c(nc3ccccc32)C1 | 3 | -6 | -7 | 0 | 7
17 | CCCNC(=O)C1(C)CCN(C(=O)c2ccccc2F)C1 (stereo unspecified) | . | -6 | -2 | -3 | -5
18 | COc1ccc(C(=O)NCCSCc2ccccc2Cl)cc1OC | 1 | -1 | 0 | -2 | -5
19 | CCOc1ccc(NS(=O)(=O)c2ccc3[nH]cc(C(=O)NC(C)CC)c(=O)c3c2)cc1 (stereo unspecified) | -30 | 2 | -29 | -1 | 8
20 | O=c1ccc2cc(S(=O)(=O)N3CCN(c4ccccc4F)CC3)ccc2o1 | 4 | 2 | 3 | -4 | -5

cpd | PG9 binder | NPR1 activator | ARFGAP1 inh | SMARCA2 activ | rCAG RNA binder
11 | 1.0 | 7 | 13 | -3 | 0
12 | 0.0 | -5 | -7 | -5 | 4
13 | -0.6 | -4 | 5 | 2 | 20
14 | -2.3 | 3 | 3 | 3 | 0
15 | -3.3 | 0 | -2 | -1 | 0
16 | -1.5 | 3 | 9 | 9.8* | 0
17 | -0.7 | -1 | 5 | -5 | 1
18 | 0.4 | 4 | -18 | -2 | 80*
19 | 4.2 | -2 | 19 | -3 | 20
20 | 0.6 | 2 | 1 | -1 | 0

cpd | molecule | HTRA1 inhibitor | NR1D1 modulator | ABHD4 inh | GC-B act | ASAP1 inh
21 | O=C(COc1ccc(S(=O)(=O)N2CCOCC2)cc1Cl)NCc1ccc2c(c1)OCO2 | 2 | -3 | 3 | 0 | -6

cpd | PG9 binder | NPR1 activator | ARFGAP1 inh | SMARCA2 activ | rCAG RNA binder
21 | 0.0 | 2 | 17 | -2 | 1

Remaining list, next part
cpd | molecule | HTRA1 inhibitor | NR1D1 modulator | ABHD4 inh | GC-B act | ASAP1 inh
25 | Oc1ccc(/C=N/Nc2ccc(Cl)nn2)c(O)c1O | 57* | -33 | 40* | -14 | 0
26 | O=C(CN1C(=O)C2CCCCC2C1=O)Nc1cc([N+](=O)[O-])ccc1F (stereo unspecified) | 5 | 5 | 9 | 3 | -2
27 | COc1ccc(/C=N/NC(=O)c2cc(C)oc2C)cc1OC | 6 | -2 | -2 | 0 | -10
28 | COc1cc(C(c2c(C)[nH][nH]c2=O)c2c(C)[nH][nH]c2=O)ccc1OCc1ccc([N+](=O)[O-])cc1 | -1 | 2 | 4 | 14 | 12
29 | CC(C)/C=N/NC(=O)c1ccc(Cl)cc1 | 3 | -2 | 2 | 1 | 9
30 | COc1ccc(C2/C=C\CN(C(=O)c3ccccc3)CC(=O)N2Cc2cccc(F)c2)cc1 (stereo unspecified) | -16 | 9 | 1 | -1 | -14
31 | CCC1(CC)NC(=O)N(CC(=O)N2CCN(c3ccccc3F)CC2)C1=O | 2 | 0 | 0 | 6 | -6
32 | COc1ccc(N2CC(O)=C(c3nc(-c4ccc(Br)cc4)cs3)C2=N)cc1 | -7 | 0 | 3 | -8 | 8

cpd | PG9 binder | NPR1 activator | ARFGAP1 inh | SMARCA2 activ | rCAG RNA binder
25 | -3.4 | -44 | -1 | -1 | 24
26 | -0.5 | 2 | 7 | -2 | 0
27 | -1.1 | 4 | -9 | -1 | -4
28 | -2.5 | -1 | 2 | -3 | 22
29 | -1.4 | -2 | 11 | -2 | -3
30 | -1.8 | -4 | 5 | -2 | 8
31 | 0.1 | -1 | 6 | -2 | 3
32 | -2.1 | -5 | 0 | -4 | 1

Further structures
cpd | molecule | HTRA1 inhibitor | NR1D1 modulator | ABHD4 inh | GC-B act | ASAP1 inh
33 | O=C(NCc1cccnc1)Nc1cccc(Cl)c1 | 6 | 9 | 0 | -1 | 4
34 | CC(=O)CSc1nc(C(F)(F)F)cc(=O)n1-c1ccccc1 | -1 | -2 | 0 | 4 | 2
35 | O=C(COc1cccnc1[N+](=O)[O-])c1c[nH]c2ccccc12 | -7 | 1 | -3 | -6 | 4
36 | COc1ccc(C(=O)NCc2ccc(C(=O)O)o2)cc1 | 13 | 0 | -5 | 1 | 2
37 | Cc1ccc(C(=O)NC(=S)NNC(=O)c2cccc([N+](=O)[O-])c2)cc1 | 6 | 5 | 7 | 0 | -5
38 | Cc1ccc(C2=NNC(C(O)C(O)C(O)CO)S2)cc1 (stereo unspecified) | 3 | -1 | 3 | 0 | 3
39 | CCOC(=O)Nc1ccc2c(c1)N(C(=O)CN1CCN3CCCC3C1)c1ccccc1CC2 (stereo unspecified) | 2 | 5 | -2 | -6 | -5
40 | COc1ccc(S(=O)(=O)Nc2ccc(NC(C)=O)cc2)cc1Cl | -3 | -5 | 1 | 2 | -7
41 | CN(CC(=O)Nc1ncn[nH]1)S(=O)(=O)c1ccc(Br)cc1 | 6 | -4 | 5 | 1 | -2

cpd | PG9 binder | NPR1 activator | ARFGAP1 inh | SMARCA2 activ | rCAG RNA binder
33 | 0.8 | 1 | -6 | -1 | -5
34 | -0.2 | 1 | -1 | -1 | -1
35 | -1.6 | 0 | 0 | 1 | 9
36 | -1.9 | 1 | -1 | -2 | -2
37 | -2.0 | -1 | -10 | 0 | 1
38 | -1.6 | 2 | 2 | -1 | 1
39 | -1.4 | -5 | -11 | -3 | 0
40 | -2.7 | -1 | 0 | -4 | -1
41 | -1.7 | -1 | 2 | -2 | -3
